High-throughput results from PubChem BioAssay.
GALR2 antag: GALR2 (human) receptor antagonism; actives 0.39% (n = 140,000); GALR2-expressing cells, antagonist mode; inhibition, % at 4 µM; in the data active = inhibition above about 27%;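 also: cells stimulated with galanin 1-16 at roughly its EC80; 0% = agonist challenge control and 100% = basal control without agonist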
Target sequence (O43603 whole entry, looked up): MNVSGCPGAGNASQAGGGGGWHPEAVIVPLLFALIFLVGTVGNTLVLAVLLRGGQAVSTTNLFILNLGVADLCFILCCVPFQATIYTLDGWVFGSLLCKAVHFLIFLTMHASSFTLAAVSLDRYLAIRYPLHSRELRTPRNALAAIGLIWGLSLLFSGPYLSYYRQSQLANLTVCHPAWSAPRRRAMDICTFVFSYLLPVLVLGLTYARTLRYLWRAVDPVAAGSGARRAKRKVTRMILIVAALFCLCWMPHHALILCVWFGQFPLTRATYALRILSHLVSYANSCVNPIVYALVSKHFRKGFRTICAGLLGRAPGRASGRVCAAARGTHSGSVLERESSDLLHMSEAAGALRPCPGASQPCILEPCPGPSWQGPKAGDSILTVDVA
E-sel TNF inh: TNF alpha driven E-selectin expression inhibition. HUVEC TNFa-induced E-selectin immunofluorescence, high content. inhibition, % at 2 µM. actives 0.71% (n = 120,000). AID 1246;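 active = inhibition above the batch mean plus 3 SD, and confirmed as a hit on visual image review, cut at about 43% in these data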;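 also: 0% = TNF-stimulated DMSO wells and 100% = unstimulated control wells; not every result past the cut was called active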
HCT116 PTEN-null: PTEN-deleted cell growth suppression; actives 1.2% (n = 140,000); viability, % at 10 µM; AID 827; HCT116 PTEN-null viability, CellTiter-Glo, 60 h; hits give low values;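 active = viability at or below a set limit, 4 SD under the median of all tested compounds, cut at about 3.7% in these data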;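 also: PTEN knockout HCT116 line with beta catenin targeted HCT116 as companion control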
Measles CPE: protection of cells from measles virus. protection (pct of control), % at 4 µM. Measles virus-infected cells, CPE protection, absorbance. AID 841. actives 1.5% (n = 140,000); in the data active = protection mostly above about 24%, no sharp cut-off; inactive = mostly below about 26%; also: some compounds called inactive have numbers as strong as hits
Yeast life ext: extends the lifespan of yeast; S. cerevisiae growth with nicotinamide, OD615; deaD strain in restrictive glucose medium; inhibition of the nicotinamide effect, % at 10 µM; actives 0.68% (n = 130,000); AID 775;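 active = inhibition above a set limit, placed 3 SD over the median of all compounds, cut at about 26% in these data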;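 also: 0% = nicotinamide-treated wells and 100% = cells grown without nicotinamide; some compounds called inactive have numbers as strong as hits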
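Assay system: engineered S. cerevisiae DeaD replicative-lifespan strain, galactose-grown log-phase cells; Buffer or medium: CSMM-D glucose medium, restrictive; Probe or stimulus: nicotinamide 1.5 mM; Compound: single dose 10 µM compound, 0.25% DMSO; Schedule: 4 h preincubation then 48 h treatment at 30 °C; Technique: OD615 measurement.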
MRP1 act: activates MRP-1; H69AR cells + doxorubicin, viability rescue, CellTiter-Glo; viability increase, % at 10 µM; actives 0.61% (n = 140,000);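 active = viability gain under doxorubicin at or above a set limit, the compound median plus 3 SD, cut at about 4.7% in these data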;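 also: MRP-1 overexpressing cells given doxorubicin 25 µM after compound pretreatment; 18-22 h compound pretreatment then 72 h with doxorubicin before readout; 0% = doxorubicin-only wells and 100% = vehicle-treated cells without doxorubicin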
Yeast growth inh: reduces growth of yeast BB579 in restrictive medium; S. cerevisiae BB579 growth, OD615, 48 h; inhibition, % at 10 µM; actives 0.51% (n = 140,000); AID 804;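 active = inhibition above a set limit, 3 SD over the mean compound inhibition, cut at about 44% in these data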; also: inactives centre near -24
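Material: Saccharomyces cerevisiae DeaD strain BB579, replicative lifespan model yeast; buffer or medium: CSMM-D restrictive synthetic medium containing dextrose (glucose); compound: 10 µM single dose, DMSO 0.25%; timing: 48 h compound exposure at 30 °C after 4 h preincubation; signal: turbidity as optical density at 615 nm; benchmarks: positive control amphotericin B 10 µg/mL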
NPY-Y2 antag: antagonists of human neuropeptide Y receptor Y2 | actives 0.99% (n = 140,000) | AID 793 | inhibition, % at 2.7 µM | NPY-Y2 expressing cells, antagonist mode | P49146; in the data active = inhibition above about 17%;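 also: 0% = vehicle with agonist challenge and 100% = reference antagonist with challenge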
Target sequence (P49146 whole entry, looked up): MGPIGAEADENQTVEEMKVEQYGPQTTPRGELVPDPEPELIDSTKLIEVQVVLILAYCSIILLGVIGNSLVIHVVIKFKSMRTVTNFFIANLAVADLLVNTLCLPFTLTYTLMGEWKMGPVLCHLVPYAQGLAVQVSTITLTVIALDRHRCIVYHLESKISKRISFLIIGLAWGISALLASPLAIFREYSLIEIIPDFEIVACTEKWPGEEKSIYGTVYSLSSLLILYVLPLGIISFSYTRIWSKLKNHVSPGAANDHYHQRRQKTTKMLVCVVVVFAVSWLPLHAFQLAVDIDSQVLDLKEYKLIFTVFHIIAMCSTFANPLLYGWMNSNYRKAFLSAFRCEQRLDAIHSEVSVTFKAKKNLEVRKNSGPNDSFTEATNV
Phagocytosis inh: inhibitors of macrophage phagocytosis | AID 1029 | inhibition, % at 5 µM | J774A.1 macrophage IgG-bead phagocytosis, imaging | actives 0.07% (n = 110,000);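 active = inhibition above the mean of the plate negative controls plus 5 SD, cut at about 13% in these data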;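 also: phagocytic index as fraction of beads internalized from green versus red external bead signal; plate controls were DMSO negative control for no effect and cytochalasin-D positive control for full effect; some results beyond the cut were filed as inactive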
HCT116 bCat-KO: beta-catenin-lacking colon tumor cell growth suppression | HCT116 beta-catenin knockout viability, CellTiter-Glo, 60 h; hits give low values | viability, % at 10 µM | actives 1.5% (n = 140,000) | AID 818;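 active = viability at or under a set limit, the compound median less 4 SD, cut at about 6% in these data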;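 also: 0% = Hyamine 1622 control at 20 µM and 100% = untreated cell control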
* marks the source's active call; other numbers are inactive results; · = not tested or not shown.

SMILES	GALR2 antag	E-sel TNF inh	HCT116 PTEN-null	Measles CPE	Yeast life ext	MRP1 act	Yeast growth inh	NPY-Y2 antag	Phagocytosis inh	HCT116 bCat-KO
CCOC(=O)N1CCC(NC(=O)Cn2cc3c(n2)CCCCC3)CC1	5.1	-38.0	105.1	11.5	-6.3	-1.9	4.1	4.7	-0.3	97.5
COC(=O)c1sc2nc(C)c([N+](=O)[O-])c(C)c2c1N	4.2	0.7	82.7	3.7	-5.6	-1.3	-1.0	-0.4	-11.9	89.9
CCCCCCC1CC(/C(C)=N\NC(N)=O)OC1=O (stereo unspecified)	2.6	-11.0	103.5	13.0	1.5	-1.7	-45.0	0.2	-1.6	89.5
Cc1ccc(S(=O)(=O)Oc2ccccc2N2C(=O)C3CC=CCC3C2=O)cc1 (stereo unspecified)	-1.4	30.2	85.0	1.2	-7.7	-0.7	12.4	2.0	·	93.3
CC(C)c1ccc(N2C(=O)CSC23C(=O)N2CCCc4cccc3c42)cc1 (stereo unspecified)	0.1	11.2	75.9	6.1	-1.2	-1.7	-28.1	4.8	-1.0	81.8
O=c1c2c(nc3cc(-c4cccc(Cl)c4)[nH]n13)CCC2	0.6	-7.6	67.4	3.9	-16.6	-0.7	-15.0	-2.6	·	57.6
CCn1c(SCC(=O)Nc2cc(C)on2)nnc1-c1ccco1	-5.6	-80.3	114.2	34.7*	-0.6	-0.2	-29.7	0.0	·	109.4
O=C1c2cccc3cc(Br)cc(c23)C(=O)N1Nc1ccc(Br)cc1	8.1	8.2	94.3	1.8	-1.7	-1.2	-1.1	1.1	-3.2	98.7
Cc1ccc(NP(=O)(c2ccc(N(C)C)cc2NC(=O)c2cccs2)N2CCOCC2)cc1 (stereo unspecified)	9.4	29.9	79.1	10.1	-4.9	-1.7	-17.1	5.1	-17.8	82.9
Cc1cc(C)c2c(c1)cc(C)c1nnc(SCC(=O)Nc3cc(C)on3)n12	-5.4	8.4	34.1	0.9	-8.1	-4.4	-12.5	2.8	-0.4	32.6
COc1ccc(/C=C(\C#N)C(=O)NCCCn2ccnc2)cc1	8.0	·	96.3	6.0	12.0	-2.0	5.2	0.4	-3.3	96.1
C[C@@H](C(=O)NCc1ccccc1)[C@@H]1C[C@@]1(C)[C@@H](NC(=O)OCc1ccccc1)c1ccccc1	1.2	-31.5	64.8	4.5	5.5	-1.5	2.7	-0.7	·	63.9
CC(=O)Nc1ccc(C(=O)N(C)C(C(=O)Nc2ccc(C)cc2)c2ccccn2)cc1 (stereo unspecified)	13.9	·	95.8	20.6	7.8	-1.6	-18.6	-1.7	·	94.5
COc1ccc(CC(=O)N2CC3(C)CC2CC(C)(C)C3)cc1 (stereo unspecified)	-7.7	-16.0	89.2	26.1	-4.1	-2.2	1.6	4.0	0.7	88.9
O=C(Nc1ccc(N2CCN(C(=O)c3ccco3)CC2)cc1)c1cccs1	3.9	-14.3	88.2	3.9	-13.9	-2.9	-41.4	1.4	1.0	69.9
COc1ccc(Cn2nnnc2C(c2ccccc2Cl)N2CCN(C3CCCC3)CC2)cc1 (stereo unspecified)	5.9	·	79.1	17.7	8.2	-1.4	-41.0	20.0*	-0.5	73.7
CCCOc1ccc(/C(O)=C2/C(=O)C(=O)N(c3cc(C)on3)C2c2ccc(C(=O)OC)cc2)cc1 (stereo unspecified)	-0.5	7.1	105.6	5.5	-28.4	0.6	2.3	0.9	·	110.7
CCCCN(CC)S(=O)(=O)N1CCC(C(=O)NCCCN2CCOCC2)CC1	-2.9	·	98.2	4.0	-7.4	-1.2	-11.9	2.7	·	84.3
Cc1cc(OCC(=O)Nc2ccncc2)c(C)cc1Br	5.9	66.4*	103.0	3.5	-12.5	-1.7	2.2	3.7	-1.1	82.9
COc1cc(CNCCSc2nnnn2C)cc(Br)c1OCc1ccccc1F	2.9	-9.6	99.4	4.7	-16.8	-3.6	-21.8	3.6	-3.2	99.7
O=C(NCCc1ccccn1)C(F)(F)C(F)(F)C(F)(F)C(F)(F)C(F)(F)C(F)(F)C(F)(F)C(F)F	16.4	·	100.3	21.5	33.3*	3.5	-26.4	2.7	-8.8	96.0
Cn1c(=O)c2c(nc(CN3CCN(c4ccccc4)CC3)n2Cc2c(F)cccc2Cl)n(C)c1=O	2.2	-0.3	85.0	23.2	-0.2	-5.5	-43.6	2.7	-0.5	93.7
CC(=O)Nc1cccc(/C(C)=N/NC(=O)c2ccccc2Cl)c1	5.0	16.4	98.3	3.9	-6.8	1.1	-37.5	2.2	·	101.8
CCn1c(O)c(N=NC2=NC(=O)CS2)c2cc(C)ccc21	-1.1	8.3	96.4	9.2	6.5	-1.8	-45.2	-2.1	·	100.8
O=C(CN1N=C(c2ccc(Cl)cc2)CCC1=O)NCCN1CCc2ccccc2C1	2.0	·	77.6	10.5	1.0	-1.9	-57.6	5.4	-4.5	72.7

(further entries)
SMILES	GALR2 antag	E-sel TNF inh	HCT116 PTEN-null	Measles CPE	Yeast life ext	MRP1 act	Yeast growth inh	NPY-Y2 antag	Phagocytosis inh	HCT116 bCat-KO
Cn1c(SCC(=O)N/N=C/c2ccc([N+](=O)[O-])s2)nnc1-c1ccccc1	7.2	·	1.6*	13.3	-0.4	-5.0	28.9	-1.4	·	1.9*
Cc1noc(C)c1C(=O)NCc1ccccc1	-5.1	14.4	90.5	5.7	-4.3	-1.4	9.0	-1.0	-0.8	90.2
COc1cccc(C(=O)N2CCN(C3CCC(c4ccccc4)CC3)CC2)c1OC (stereo unspecified)	-6.8	8.0	73.5	8.1	4.6	-1.4	-35.6	4.6	-0.9	82.8
COc1ccccc1N(CC(N)=O)S(=O)(=O)c1ccc(C)cc1	12.5	-13.7	84.3	3.2	-7.3	-2.3	-8.8	-0.3	-3.0	80.2
O=C(OCCN1CCCCC1)c1cc2ccccc2o1	0.3	-11.2	91.4	7.5	-2.3	-3.2	-17.7	4.5	-0.1	92.9
O=C(O)/C=C/C(=O)Nc1ccc(Oc2ccc(NC(=O)/C=C/C(=O)O)cc2)cc1	0.8	·	95.8	6.4	-0.6	0.7	-15.4	1.7	-2.6	94.2
CCOCCCN(Cc1cc2cc(C)cc(C)c2[nH]c1=O)C(=O)N(CC)CC	4.6	9.7	80.7	7.9	-5.4	-3.3	-39.2	0.5	-0.2	80.9
O=C(Cc1c(F)cccc1Cl)c1ccc(O)cc1O	-0.2	·	103.4	2.9	4.5	-0.5	-26.8	2.6	1.6	95.8
COc1ccccc1/C=N/NC(=O)CC(=O)NCc1cccnc1	7.7	·	106.4	11.3	-3.5	-0.7	-3.5	1.2	-11.8	92.3
O=C(NCc1ccco1)c1nnc(Cc2ccc(Cl)cc2)o1	4.0	·	91.1	13.9	-7.7	1.1	-15.0	1.4	-0.2	87.3
Cc1cc(N2CCC(C)CC2)nc2ccc(N3C(=O)CCC3=O)cc12	11.4	-1.8	95.9	4.9	-16.8	-0.4	4.1	1.9	8.4	101.8
COc1cccc(/C=N/NC(N)=S)c1OCc1cccc(Cl)c1	10.2	·	73.5	22.7	-1.6	-2.5	-39.3	8.9	3.8	74.7
CCOC(=O)N1CCN(c2c(NCCN(C)Cc3ccccc3)c(=O)c2=O)CC1	10.4	13.2	94.4	10.3	-2.0	-2.7	-20.6	0.2	-1.5	98.5
CC(C)c1ccc(C(=O)CSc2n[nH]c(-c3ccncc3)n2)cc1	-0.6	19.6	88.4	16.1	-10.4	-0.2	-89.6	6.8	1.3	88.8
Cc1cccc(OCC(=O)Nc2cc(C)c(C)cc2O)c1	2.3	·	100.2	15.0	-6.7	-2.6	-30.4	4.6	0.2	89.1
CSc1nc(-c2ccccc2)nc(C(Cl)Cl)n1	-15.6	·	2.1*	1.1	-3.0	-2.8	-34.1	11.8	-13.2	3.6*
CSc1sc2ccccc2[n+]1CCCS(=O)(=O)[O-]	-9.8	·	92.4	22.9	-0.9	-1.1	-28.1	-0.2	-3.0	85.6
Cc1cc2occ(CC(=O)NCc3cccs3)c2cc1C(C)C	13.9	·	87.8	1.8	3.5	0.0	-19.7	2.2	0.7	91.8
CC(C)(C)n1nc2c(c1NC(=O)COc1ccc(Cl)cc1)CSC2	-14.8	6.0	67.7	4.4	-10.7	2.1	-38.9	-0.8	-1.3	84.3
COc1cc(C(=O)N2CCN(c3ccc([N+](=O)[O-])cc3)CC2)ccc1OCc1c(C)noc1C	-9.0	4.1	70.5	11.3	-3.2	-4.7	-7.3	1.1	·	67.1
COc1ccc(Cl)cc1C(=O)NNC(=O)c1cccnc1	-2.5	-27.7	68.5	4.6	-20.5	-1.2	-11.7	0.3	-0.5	64.7
Cc1cc(C(=O)N/N=C/c2ccccc2Br)no1	-3.9	-7.2	94.6	10.9	-4.6	-0.4	-25.5	10.3	-1.5	96.3
COc1cc(Nc2ccccc2Cl)c([N+](=O)[O-])nc1[N+](=O)[O-]	-0.7	0.2	48.3	6.2	-15.7	-2.1	-29.9	5.0	·	53.5
CN1CCN(S(=O)(=O)c2ccc3[nH]c(=O)oc3c2)CC1	-12.9	-3.5	107.0	39.6*	4.3	-2.1	-24.0	-1.0	1.1	97.9
Cn1c(CCCCCN)nc2ccccc21	-0.9	9.6	100.9	6.9	30.4*	-3.0	-0.8	2.6	0.3	99.1

Results in GALR2 antag and E-sel TNF inh, for two of the compounds above:
compound	GALR2 antag	E-sel TNF inh
CCCCCCC1CC(/C(C)=N\NC(N)=O)OC1=O (stereo unspecified)	2.6	-11.0
Cc1ccc(S(=O)(=O)Oc2ccccc2N2C(=O)C3CC=CCC3C2=O)cc1 (stereo unspecified)	-1.4	30.2

Additional entries:
SMILES	GALR2 antag	E-sel TNF inh	HCT116 PTEN-null	Measles CPE	Yeast life ext	MRP1 act	Yeast growth inh	NPY-Y2 antag	Phagocytosis inh	HCT116 bCat-KO
O=C(CSc1ncc(-c2ccccc2)[nH]1)Nc1cccc(O)c1	-4.1	-23.2	94.2	26.6	-14.2	-0.7	-28.3	-2.4	-0.1	92.4
CCOC(=O)c1cc(NC(=O)Nc2ccc(OC)c(OC)c2)c(C)nc1C	10.7	-4.0	94.6	6.9	-13.9	-1.0	-28.7	-2.4	-2.7	95.0
CC(C)(C)n1ncc2c(=O)n(CC(=O)c3ccc(Cl)cc3)cnc21	-6.2	-4.8	82.8	3.7	-8.2	-0.8	-43.8	9.3	·	89.2
CCOC(=O)c1ccc(S(=O)(=O)N2CCN(CC3CC=CCC3)CC2)cc1 (stereo unspecified)	0.4	23.0	88.8	5.8	-21.3	-1.7	5.1	2.3	-0.5	103.8
Cn1c2ccccc2c2c(C(=O)NCCCN3CCCC3=O)cn(C3CCCCC3)c(=O)c21	1.1	-0.2	75.7	5.7	-24.2	-1.8	-12.6	1.3	1.8	78.5
O=C(CCn1nc(-c2ccc(Cl)cc2)ccc1=O)N1CCOCC1	-1.8	·	98.3	16.5	-1.2	-1.2	-69.2	3.8	·	91.9
COc1ccc(N(C(C)=O)S(=O)(=O)c2cccc3cccnc23)cc1	9.9	19.3	90.6	3.8	0.8	-2.1	-16.9	-1.1	-6.3	91.2
